Bioassay records from PubChem BioAssay.
TRPC4 PAM – positive allosteric modulators of TRPC4, primary screen, cell-based, mouse TRPC4beta, HEK293 mu-opioid, Fluo-4 calcium; Short transient receptor potential channel 4 (Mus musculus), Q9QUQ5; DAMGO EC20, Fluo-4 Ca2+ flux; stronger effect = higher value; B-score at 10 µM; 310,000 tested, 0.42% active;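 active means B-score of calcium response area above 5 SD of library B-scores, with initial fluorescence ratio within 5 SD of library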;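 further: B-score of integrated fluorescence ratio over time as area under calcium response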
RGS4 inh – RGS4 inhibitors, primary screen, cell-based, HEK293 M3R inducible RGS4, calcium flux. 310,000 tested, 0.45% active. Fluo-4 calcium flux; stronger effect = higher value; triggered by carbachol at its EC20. B-score at 10 µM. Regulator of G-protein signaling 4 (Homo sapiens), P49798;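 active means B-score, a plate-corrected calcium signal, over three deviations above library mean, with baseline fluorescence within five deviations of library mean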;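 further: RGS4 expression induced by doxycycline in cells with stable M3 receptor; B-score is computed from the integrated fluorescence ratio over baseline after carbachol; higher B-score means a larger calcium signal and so more RGS4 inhibition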
TRPC6 inh – mouse TRPC6 channel inhibitors, primary screen, cell-based, HEK293, membrane potential dye; Short transient receptor potential channel 6 (Mus musculus), Q61143; ACh-evoked depolarization; stronger effect = lower value; B-score at 10 µM; 310,000 tested, 1.1% active;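 active means B-score under library mean minus 3 SD, initial fluorescence not abnormally high, positive integrated signal ratio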;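 further: B-score derived from integrated fluorescence ratio over the kinetic read; more negative B-score means stronger inhibition of depolarization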
TRPC4 act – activators of mouse TRPC4 channel, primary screen, Fluo4 calcium, HEK293 TRPC4beta/mu-opioid cells | 310,000 tested, 0.49% active | Fluo4 calcium fluorescence; stronger effect = higher value | Short transient receptor potential channel 4 (Mus musculus), Q9QUQ5 | B-score at 10 µM;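 active means B-score above 5 SD of library B-scores, and initial fluorescence ratio not above library mean plus 5 SD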;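 further: positive B-score marks a calcium rise read as TRPC4 activation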
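Technique: kinetic Fluo4 calcium fluorescence; Test system: TRPC4beta and mu-opioid receptor HEK293 stable cells; Measure: B-scored integrated calcium fluorescence ratio; Benchmarks: low control buffer alone, high control maximal DAMGO; Schedule: 45 min room-temperature Fluo4 loading, 110 s read.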
TRPC6 act – mouse TRPC6 channel activators, primary screen, cell-based, HEK293, membrane potential dye. B-score at 10 µM. HEK293-TRPC6 membrane potential dye fluorescence; stronger effect = higher value. AID 2550, 2010. 310,000 tested, 0.13% active;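 active means B-score of the integrated fluorescence ratio above library mean plus 3 SD, and starting fluorescence ratio within library mean plus 5 SD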;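 further: higher score means more depolarization so channel activation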
MrgX1 ag – agonists of human MrgX1 receptor, primary screen, HEK293 cells, Fluo-4 calcium flux. Fluo-4 calcium fluorescence, agonist mode; stronger effect = higher value. B-score at 10 µM. 310,000 tested, 0.44% active;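 active means calcium response B-score plate-corrected fluorescence ratio at least 3 library SD, with starting fluorescence B-score inside 5 SD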
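Test system: HEK293 cells stably expressing human MrgX1 receptor; amount: 15,000 cells per well; doses: compound delivered in addition one of three; times: overnight plating before 1 h dye loading; detection: Fluo-4 NW calcium-flux fluorescence, kinetic read; read-out basis: B-scored fluorescence response ratio; controls: positive and negative controls per plate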
TRPC4 inh – inhibitors of mouse TRPC4 channel, primary screen, Fluo4 calcium, HEK293 TRPC4beta/mu-opioid cells; Short transient receptor potential channel 4 (Mus musculus), Q9QUQ5; DAMGO-evoked Fluo4 calcium flux; stronger effect = lower value; B-score at 10 µM; 300,000 tested, 0.39% active;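 active means B-score over 3 SD under the library average, no early fluorescence shift, positive overall ratio signal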
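Assay system: Stable TRPC4beta/mu-opioid receptor HEK293 cells | Reagent: DAMGO in two steps, submaximal then maximal | Compound dosing: Single concentration per test compound | Signal: Fluo4 Ca2+ flux fluorescence | Evaluation: Per-well B score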
TMEM16A inh – TMEM16A chloride channel inhibitors, primary screen, cell-based, HTS | Anoctamin-1 (Mus musculus), Q8BHY3 | HEK293 TMEM16A/YFP iodide influx fluorescence, ionomycin | normalized B-score (activity score, 25-100; higher = stronger inhibition) at 10 µM | 310,000 tested, 1.2% active | AID 588511, 2011;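 active means ratio plate-corrected score three or more library SD toward inhibition, starting fluorescence score within five deviations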;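 further: score derived from kinetic fluorescence span divided by baseline fluorescence per well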
Target sequence (Q8BHY3 whole entry, looked up): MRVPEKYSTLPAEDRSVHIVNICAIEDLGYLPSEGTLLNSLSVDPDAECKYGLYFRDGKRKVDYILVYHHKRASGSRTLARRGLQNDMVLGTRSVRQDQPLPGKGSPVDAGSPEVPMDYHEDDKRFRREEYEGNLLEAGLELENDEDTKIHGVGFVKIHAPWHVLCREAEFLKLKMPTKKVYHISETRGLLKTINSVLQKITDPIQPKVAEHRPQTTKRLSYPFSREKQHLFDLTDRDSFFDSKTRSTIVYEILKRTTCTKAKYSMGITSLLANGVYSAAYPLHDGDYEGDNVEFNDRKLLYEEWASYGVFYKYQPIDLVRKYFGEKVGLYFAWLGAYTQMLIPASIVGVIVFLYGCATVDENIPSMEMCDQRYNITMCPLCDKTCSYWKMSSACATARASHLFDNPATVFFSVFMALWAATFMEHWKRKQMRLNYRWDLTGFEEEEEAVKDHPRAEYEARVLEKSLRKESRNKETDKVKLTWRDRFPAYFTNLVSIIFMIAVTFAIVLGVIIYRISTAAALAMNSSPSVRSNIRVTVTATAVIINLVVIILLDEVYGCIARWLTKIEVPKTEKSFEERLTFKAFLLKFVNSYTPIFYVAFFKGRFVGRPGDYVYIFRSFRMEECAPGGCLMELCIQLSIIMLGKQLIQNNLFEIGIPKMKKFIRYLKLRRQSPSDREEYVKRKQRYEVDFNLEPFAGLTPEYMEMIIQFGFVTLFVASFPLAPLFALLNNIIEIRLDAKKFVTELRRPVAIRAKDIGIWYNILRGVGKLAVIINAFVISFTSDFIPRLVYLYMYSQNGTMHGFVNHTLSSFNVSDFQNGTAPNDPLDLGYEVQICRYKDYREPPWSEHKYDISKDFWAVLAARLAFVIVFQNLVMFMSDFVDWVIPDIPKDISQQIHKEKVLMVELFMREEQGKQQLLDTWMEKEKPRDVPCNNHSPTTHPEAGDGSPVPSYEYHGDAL
TMEM16A act – TMEM16A chloride channel activators or potentiators, primary screen, cell-based, HTS; Anoctamin-1 (Mus musculus), Q8BHY3; HEK293 TMEM16A/YFP-H148Q/I152L, iodide quench fluorescence; stronger effect = lower value; B-score at 10 µM; 340,000 tested, 0.3% active; AID 623877, 2012;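 active means fluorescence-ratio B-score plate-corrected deviation score at least 3 library SD below zero, with starting fluorescence score within 5 deviations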;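 further: channel opened by trigger with iodide after compound preincubation; score built on the fluorescence ratio of max minus min over baseline; more negative score means more quench and so TMEM16A activation or potentiation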
MrgX1 PAM – positive allosteric modulators of MrgX1, primary screen, HEK293 cells, Fluo-4 calcium flux; Mas-related G-protein coupled receptor member X1 (Homo sapiens), Q96LB2; FDSS; stronger effect = higher value; B-score at 10 µM; 310,000 tested, 0.63% active; AID 588675, 2011;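 active means plate-corrected calcium response at least 3 library SD above typical, normal starting fluorescence, not activating the receptor alone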;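 further: compound read alongside a low EC10 to EC30 dose of BAM8-22 agonist; peak minus trough fluorescence over baseline measured at the second addition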
MrgX1 antagonist – antagonists of human MrgX1 receptor, primary screen, HEK293 cells, Fluo-4 calcium flux. Mas-related G-protein coupled receptor member X1 (Homo sapiens), Q96LB2. BAM8-22 antagonism; stronger effect = lower value. B-score at 10 µM. 310,000 tested, 1.3% active;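 active means calcium-response B-score plate-corrected more than 3 library SD below zero, starting fluorescence within 5 deviations, no agonist response on first addition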;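 further: peak minus trough fluorescence over baseline after final BAM8-22 challenge near maximal dose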
* marks the source's active call; other numbers are inactive results; i = inactive; x = not tested or not shown.

SMILES | TRPC4 PAM | RGS4 inh | TRPC6 inh | TRPC4 act | TRPC6 act | MrgX1 ag | TRPC4 inh | TMEM16A inh | TMEM16A act | MrgX1 PAM | MrgX1 antagonist
COc1ccc(N2CCN(C(=S)Nc3cc(C)cc(C)c3)CC2)cc1 | i | i | i | i | i | i | i | i | i | i | i
COC(=O)c1ccc(NC(=O)COc2cccc3c2OC(C)(C)C3)cc1 | i | i | i | i | i | i | i | i | i | i | i
O=C(CSc1nnc(Cn2cnc3ccccc32)o1)c1ccccc1 | i | i | i | i | i | i | i | i | i | i | i
CCCCn1nnnc1SCC(=O)c1ccccc1F | i | i | i | i | i | i | i | i | i | i | i
O=C1CCC(c2ccc3c(c2)CCC3)=NN1 | i | i | i | i | i | i | i | i | i | i | i
Cc1ccsc1/C=C(\C(=O)c1ccc(OC(C)C)cc1)c1nc2ccccc2o1 | i | i | i | i | i | i | i | i | i | i | i
FC(F)(F)c1cccc(NC(=S)NCC2COc3ccccc3O2)c1 (configuration not stated) | i | i | i | i | i | i | i | i | i | i | i
CC(OC(=O)CCN=C1NS(=O)(=O)c2ccccc21)C(=O)N(C)c1ccccc1 (configuration not stated) | i | i | i | i | i | i | i | i | i | i | -11*
COc1cccc(NC(=O)CSc2nc3scc(C)c3c(=O)[nH]2)c1 | i | i | i | i | i | i | i | i | i | i | i
O=C(NNS(=O)(=O)c1ccc(Cl)cc1)c1cnn(-c2ccccc2)c1-n1cccc1 | i | i | i | i | i | i | i | i | i | i | i
CCN(CC)CCCn1c2c(c(SCC(=O)N3CCc4ccccc43)nc1=O)CCC2 | i | i | i | i | i | i | i | i | i | i | i
CC(=O)c1cccc(N=Nc2c(-c3ccccc3)[nH]n(-c3ccccc3)c2=O)c1 | i | i | i | i | i | i | i | i | i | i | i
N#Cc1cc2c(=O)n3ccccc3nc2n(Cc2cccnc2)c1=O | i | i | i | i | i | i | i | i | i | i | i
Cc1ccc(S(=O)(=O)Nc2ccc(C(N)=O)cc2)cc1[N+](=O)[O-] | i | i | i | i | i | i | i | i | i | i | i
O=C(Cn1cccc1C(=O)c1ccccc1)NCc1ccccc1Cl | i | i | -5.1* | i | i | i | i | i | i | i | i
O=C(Nc1ccc(F)cc1F)C1CCCN1S(=O)(=O)c1cccc2nsnc12 (configuration not stated) | i | i | i | i | i | i | i | i | i | i | i
CCCNC(=O)c1onc(CSc2ccc(F)cc2)c1C(=O)NC(C)C | i | i | i | i | i | i | i | i | i | i | i
CCN(CC)c1ccc(S(=O)(=O)N2CCOCC2)cc1NC(=O)CSc1nncs1 | i | i | i | i | i | i | i | i | i | i | i
Cc1cccc(OCC(=O)N(Cc2ccc(C)o2)C2CCS(=O)(=O)C2)c1 (configuration not stated) | i | i | i | i | i | i | i | i | i | i | i
CC(C)(C)n1nc2c(c1NC(=O)c1cc([N+](=O)[O-])ccc1Cl)CS(=O)(=O)C2 | i | i | i | i | i | i | i | i | i | i | i
O=C(NCCN=C1NS(=O)(=O)c2ccccc21)c1ccc(S(=O)(=O)N2CCOCC2)cc1 | i | i | i | i | i | i | i | i | i | i | i
COc1ccc2c(C)cc3n[nH]c(=S)n3c2c1 | i | i | i | i | i | i | i | i | i | i | i
CC(C)(C)OC(=O)[C@H](Cc1ccccc1)NC(=O)c1nc[nH]c1C(=O)N[C@@H](Cc1ccccc1)C(=O)OC(C)(C)C | i | i | i | i | i | i | i | i | i | i | i
N#C/C(=C\C=C\c1ccccc1[N+](=O)[O-])C(=O)NC1CCCCC1 | i | i | i | i | i | i | i | i | i | 14* | i
Cc1cc(C)n(CC(=O)N2c3ccccc3Sc3ccc(C(F)(F)F)cc32)n1 | i | i | i | i | i | i | i | i | i | i | i

(listing goes on)
SMILES | TRPC4 PAM | RGS4 inh | TRPC6 inh | TRPC4 act | TRPC6 act | MrgX1 ag | TRPC4 inh | TMEM16A inh | TMEM16A act | MrgX1 PAM | MrgX1 antagonist
Cn1cccc1/C=N/NC(=O)c1ccc(OC(F)(F)C(F)F)cc1 | i | i | i | i | i | i | i | i | i | i | i
COc1ccc(NC(=O)C(=O)NCCC2=CCCCC2)c(OC)c1 | i | i | i | i | i | i | i | i | i | i | i
O=C(NC1CCN(Cc2ccccc2)C1)c1cc(COc2ccc(F)cc2F)on1 (configuration not stated) | i | i | i | i | i | i | i | i | i | i | i
O=C(Cn1nc(-c2ccccc2F)ccc1=O)NCc1ccc2c(c1)OCO2 | i | i | i | i | i | i | i | i | i | i | i
COc1ccc(N2CCN(C(=O)c3ccc(NS(=O)(=O)c4ccc(F)c(F)c4)cc3)CC2)cc1 | i | i | i | i | i | i | i | i | i | i | i
O=C(NCc1cccnc1)c1cccnc1Sc1ccc(Cl)cc1 | i | i | i | i | i | i | x | i | i | i | i
CCn1c(O)c(N=NC(=O)c2cccnc2)c2cc(Br)ccc21 | i | i | i | i | i | i | i | i | i | i | i
Cc1cc(C)nc(N2CCN(C(=O)CCC(=O)Nc3nnc(C(C)C)s3)CC2)n1 | i | i | i | i | i | i | i | i | i | i | i
COc1cc(NC(=O)c2ccccc2)cc(OC)c1 | i | i | i | i | i | i | i | i | i | i | i
CCN(Cc1ccncc1)C(=O)CSc1ccc2ccccc2c1 | i | i | i | i | i | i | i | i | i | i | i
O=C(Nc1nccs1)c1ccc([N+](=O)[O-])cc1 | i | i | i | i | i | i | i | i | i | i | i
Cc1ccc(N=c2c([N+](=O)[O-])nn(-c3ccc4c(c3)OCCO4)n2O)cc1F | i | i | i | i | i | i | i | i | i | i | i
COc1cccc(NC(=O)CN(C)C(=O)c2cccc(S(=O)(=O)N3CCN(c4ccc(F)cc4)CC3)c2)c1 | i | i | i | i | i | i | i | 100* | i | i | i
Cc1cc(Oc2ccc(Br)cc2)nc(SCC(=O)c2ccccc2)n1 | i | i | i | i | i | i | i | i | i | i | i
Cc1ccccc1-n1c(=O)cc(N2CCN(Cc3ccccc3)CC2)[nH]c1=O | i | i | i | i | i | i | i | i | i | i | i
COc1ccccc1NC(=S)NCC1CCC(CNC(=S)Nc2ccccc2OC)CC1 (configuration not stated) | i | i | i | i | i | i | i | i | i | i | i
O=C(CSc1nc(Cc2ccccc2)nc2ccccc12)Nc1ccc2c(c1)OCCO2 | i | i | i | i | i | i | i | i | i | i | i
O=C(CCn1nc(-c2ccc(Cl)cc2)ccc1=O)N1CCOCC1 | i | i | i | i | i | i | i | i | i | i | i
CC(=O)N1CCc2c(sc(NC(=O)C3CC3)c2-c2nc3ccccc3s2)C1 | i | i | i | i | i | i | i | i | i | i | i
O=C(O)c1cccc(S(=O)(=O)N(Cc2ccccc2)c2ccccc2Cl)c1 | i | i | i | i | i | i | i | i | i | i | i
CN1CCN(c2ccc(C(=O)c3ccc(Br)cc3)cc2[N+](=O)[O-])CC1 | i | i | -5.9* | i | i | i | i | i | i | i | i
CC1CC(C)CN(CCCNC(=O)C2CCN(c3nnc(-n4cccc4)s3)CC2)C1 (configuration not stated) | i | i | i | i | i | i | i | i | i | i | i
Cc1ccc(S(=O)(=O)N(C)C)cc1NC(=S)Nc1ccc2[nH]c(=O)[nH]c2c1 | i | i | i | i | i | i | i | i | i | i | i
Cc1ccc(C2(C)NC(=O)N(CC(=O)Nc3ccccc3N3CCCC3)C2=O)cc1 (configuration not stated) | i | i | i | i | i | i | i | i | i | i | i
COc1ccc(-n2c(-c3cc(-c4ccccc4)sc3N)n[nH]c2=S)cc1 | i | i | i | i | i | i | i | i | i | i | i

Additional records.
SMILES | TRPC4 PAM | RGS4 inh | TRPC6 inh | TRPC4 act | TRPC6 act | MrgX1 ag | TRPC4 inh | TMEM16A inh | TMEM16A act | MrgX1 PAM | MrgX1 antagonist
O=C(COC(=O)C1CC(=O)N(Cc2ccccc2)C1)Nc1ccc2c(c1)OCO2 (configuration not stated) | i | i | i | i | i | i | i | i | i | i | i
COc1ccc2c(c1)CCC1=C2NC(=S)NC1c1ccc(N(C)C)cc1 (configuration not stated) | i | i | i | i | i | i | i | i | i | i | i
O=C(Nc1nc2ccc([N+](=O)[O-])cc2s1)c1ccncc1 | i | i | i | i | i | i | i | i | i | i | i
CCOc1ccc(-c2nc3ccccc3c(=O)o2)cc1 | i | i | i | i | i | i | i | i | i | i | i
Cc1c(CCC(=O)O)c(=O)oc2c(C)c3occ(-c4ccc(Br)cc4)c3cc12 | i | i | i | i | i | i | i | i | i | i | i
CCN(CC)CCNC(=O)c1cn(CC)c2cc(N3CCN(C)CC3)c(F)cc2c1=O | i | i | i | i | i | i | i | i | i | i | i
COC(=O)/C(C(C)=O)=C(/C=C/C=C/N(C)C)N(C)C | i | i | i | i | i | i | i | i | i | i | i
CCNC(=S)N(CCCN(CC)CC)Cc1cc2cc3c(cc2[nH]c1=O)OCO3 | i | i | i | i | i | i | i | i | i | i | i
CN(CC(CC(=O)Nc1nncs1)c1ccccc1)S(=O)(=O)c1ccc(Br)cc1 (configuration not stated) | i | i | i | i | i | i | i | 100* | i | i | i
CC1CCCCN1CCCNC(=O)CN1C(=O)c2cccnc2Oc2ccccc21 (configuration not stated) | i | i | i | i | i | i | i | i | i | i | i
CSc1ccc(C(=O)C2CCCN(C(=O)CCc3c(C)nn(C)c3C)C2)cc1 (configuration not stated) | i | i | i | i | i | i | i | 25* | i | i | i
CCN1C(=O)c2ccc(C(=O)Nc3nccs3)cc2C1=O | i | i | i | i | i | i | i | i | i | i | i
Cc1cc(C)cc(C(=O)Nc2cc3c4c(c2)CC(=O)N4CCC3)c1 | i | i | i | i | i | i | i | i | i | i | i
CC(=O)Nc1ccc(OC/C=C(\C)Cl)cc1 | i | i | i | i | i | i | i | i | i | i | i
